GLP1R ag = qHTS of GLP-1 Receptor Agonists; Glucagon-like peptide 1 receptor (Homo sapiens), P43220; HEK293 GLP-1R CRE-luciferase, luminescence, 4-6 h; cells express a hypersensitive GLP-1R form; Potency, µM (titrated, usually from 45.6 µM), without a hit: top-dose activation, actives largely listed as activators; actives 0.007% (n = 380,000); AID 624172, 2012; also: % of control where 0% means no effect
Target sequence (P43220 whole entry, looked up): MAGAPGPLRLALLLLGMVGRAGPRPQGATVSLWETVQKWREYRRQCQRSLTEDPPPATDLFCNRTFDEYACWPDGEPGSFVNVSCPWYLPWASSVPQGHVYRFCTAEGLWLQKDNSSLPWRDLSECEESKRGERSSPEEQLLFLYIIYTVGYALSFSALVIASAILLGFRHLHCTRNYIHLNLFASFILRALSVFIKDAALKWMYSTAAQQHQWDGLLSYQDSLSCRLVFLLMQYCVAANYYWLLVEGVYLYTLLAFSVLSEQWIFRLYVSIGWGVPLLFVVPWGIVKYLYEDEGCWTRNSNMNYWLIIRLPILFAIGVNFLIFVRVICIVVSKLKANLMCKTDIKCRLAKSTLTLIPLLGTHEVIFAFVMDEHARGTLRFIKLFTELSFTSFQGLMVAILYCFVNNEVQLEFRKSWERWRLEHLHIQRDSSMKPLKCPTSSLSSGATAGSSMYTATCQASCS
aSyn rescue = qHTS of alpha-syn Inhibitors. Yeast expressing alpha-synuclein, growth rescue, BacTiter-Glo, 24 h. Potency, µM (titrated, usually from 46.1 µM), without a hit: at the top dose growth rescue (activation), usual class: activators. actives 0.14% (n = 370,000); also: % of control where 0% means no effect; nearly all actives have a fitted effect of over 65% in size
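Rescue of yeast growth: cells expressing toxic alpha-synuclein, induced in galactose at OD600 0.02, incubated with compound 24 h at 30 C. ATP luminescence quantified growth; inhibitors of toxicity appear as activators.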
* hit, by the source's call; ? = inconclusive; nt = no result given; & = joins results of further samples; [ ] = another dose, or the depositor's remark. Calls follow the shape of the dose curve; as a rule, active = well fitted activation curve with a large enough effect; inconclusive = small, poorly fitted or top-dose-only effect; inactive = no such curve, though single readings can be large or run the other way. Potency is read from the fitted curve at half-maximal effect. Not all compounds are listed, so the mix of outcomes need not match the whole.

SMILES | GLP1R ag | aSyn rescue
O=C(O)CC(O)CC(O)/C=C/c1c(C2CC2)nc2ccccc2c1-c1ccc(F)cc1 (stereo unspecified) | 21.2% | nt
Cc1ccc(/C(=C\CN2CCCC2)c2cccc(/C=C/C(=O)O)n2)cc1 | -3.1% | nt
S=c1[nH]c2ccccc2s1 | -3.0%[96 µM] | nt
O=P(O)(O)C(O)(Cc1cnc2ccccn12)P(=O)(O)O | -5.9% | nt
Oc1ccc(OCc2ccccc2)cc1 | 10.5%[19.8 µM] | nt
CC[C@@H]([C@H](C)O)n1ncn(-c2ccc(N3CCN(c4ccc(OCC5CO[C@@](Cn6cncn6)(c6ccc(F)cc6F)C5)cc4)CC3)cc2)c1=O (stereo partly specified) | -5.4% | nt
NC(N)=NCC1COc2ccccc2O1 (stereo unspecified) | -3.3% | nt
CC(C)(C)CC(C)(C)c1ccc(O)c(-n2nc3ccccc3n2)c1 | 10.6% | nt
O=S(=O)(O)c1cc(O)c2c(N=Nc3ccc(Nc4ccccc4)c4c(S(=O)(=O)O)cccc34)cc(S(=O)(=O)O)cc2c1 | -3.3% | nt
O=[N+]([O-])c1c(Cl)cccc1-c1c[nH]cc1Cl | 17.9% | nt
C/C1=C2N=C(/C=C3N=C(/C(C)=C4\[N-][C@@H]([C@H](CC(N)=O)[C@]4(C)CCC(=O)NC[C@@H](C)OP(=O)([O-])O[C@@H]4[C@@H](O)[C@H](n5cnc6cc(C)c(C)cc65)O[C@@H]4CO)[C@@]4(C)N=C1[C@H](CCC(N)=O)[C@@]4(C)CC(N)=O)[C@H](CCC(N)=O)C\3(C)C)[C@@H](CCC(N)=O)[C@@]/2(C)CC(N)=O.[CH3-].[Co+3] | -12.0% | nt
CC(C)CCCC(C)N (stereo unspecified) | -4.7% | nt
CC(C)C1=CC2=CC[C@@H]3[C@](C)(CCC[C@@]3(C)C(=O)O)[C@H]2CC1 | -2.1% | nt
O=C(O)CC/C=C\CC[C@@H]1[C@@H](N2CCCCC2)[C@@H](O)C[C@@H]1OCc1ccc(-c2ccccc2)cc1 | -4.7% | nt
C=C1/C(=C\C=C2/CCC[C@@]3(C)[C@@H]([C@H](C)OCCC(C)(C)O)CC[C@@H]23)C[C@@H](O)C[C@@H]1O | 1.4% | nt
CCOC(=O)[C@H](CCc1ccccc1)N[C@@H](C)C(=O)N1[C@H](C(=O)O)C[C@H]2CCC[C@@H]21 | 8.0% | nt
CN(C)Cc1ccccc1 | -4.2% | nt
CC12CCC(C[N+](C)(CCC[N+](C)(C)C)C1)C2(C)C (stereo unspecified) | -5.7% | nt
CN1C(=O)CCC1c1cccnc1 (stereo unspecified) | -0.4% | nt
CN1C[C@@H]2C[C@H]1CN2c1cc2c(cc1F)c(=O)c(C(=O)O)cn2C1CC1 | -5.0% | nt
CC/C=C(\C(=O)N[C@H]1C(=O)N2C(C(=O)OCOC(=O)C(C)(C)C)=C(COC(N)=O)CS[C@H]12)c1csc(N)n1 | -0.3% | nt
NCCCC(N)CC(=O)NCC1NC(=O)C(CO)NC(=O)C(N)CNC(=O)C(C2CCN=C(N)N2)NC(=O)/C(=C/NC(N)=O)NC1=O (stereo unspecified) | -0.7% | nt
CC[N+](CC)(CCNC(=O)C(=O)NCC[N+](CC)(CC)Cc1ccccc1Cl)Cc1ccccc1Cl | 14.9% | nt
CC(C)CN(C[C@@H](O)[C@H](Cc1ccccc1)NC(=O)O[C@H]1CO[C@H]2OCC[C@H]21)S(=O)(=O)c1ccc(N)cc1 | -1.0% | nt
CC[C@]1(C)CC(=O)NC1=O | -4.1% | nt
O=C1OC2(c3ccc(O)cc3Oc3cc(O)ccc32)c2ccccc21 | 5.0% | nt
CC(=O)OC1CC2CCC1(C)C2(C)C (stereo unspecified) | 6.8% | nt
F[Si-2](F)(F)(F)(F)F | 0.7% | nt
CC1CN(c2c(F)c(N)c3c(=O)c(C(=O)O)cn(C4CC4)c3c2F)CC(C)N1 (stereo unspecified) | -2.8% | nt
Oc1ccccc1 | -2.4% | nt

13 entries out of the list, ordered by SMILES length, smallest number first.
SMILES | GLP1R ag | aSyn rescue
CC(C)CCCC(C)N (stereo unspecified) | -4.7% | nt
S=c1[nH]c2ccccc2s1 | -3.0%[96 µM] | nt
NC(N)=NCC1COc2ccccc2O1 (stereo unspecified) | -3.3% | nt
O=[N+]([O-])c1c(Cl)cccc1-c1c[nH]cc1Cl | 17.9% | nt
O=P(O)(O)C(O)(Cc1cnc2ccccn12)P(=O)(O)O | -5.9% | nt
O=C1OC2(c3ccc(O)cc3Oc3cc(O)ccc32)c2ccccc21 | 5.0% | nt
CC(C)(C)CC(C)(C)c1ccc(O)c(-n2nc3ccccc3n2)c1 | 10.6% | nt
Cc1ccc(/C(=C\CN2CCCC2)c2cccc(/C=C/C(=O)O)n2)cc1 | -3.1% | nt
CC1CN(c2c(F)c(N)c3c(=O)c(C(=O)O)cn(C4CC4)c3c2F)CC(C)N1 (stereo unspecified) | -2.8% | nt
O=C(O)CC/C=C\CC[C@@H]1[C@@H](N2CCCCC2)[C@@H](O)C[C@@H]1OCc1ccc(-c2ccccc2)cc1 | -4.7% | nt
C=C1/C(=C\C=C2/CCC[C@@]3(C)[C@@H]([C@H](C)OCCC(C)(C)O)CC[C@@H]23)C[C@@H](O)C[C@@H]1O | 1.4% | nt
NCCCC(N)CC(=O)NCC1NC(=O)C(CO)NC(=O)C(N)CNC(=O)C(C2CCN=C(N)N2)NC(=O)/C(=C/NC(N)=O)NC1=O (stereo unspecified) | -0.7% | nt
CC[C@@H]([C@H](C)O)n1ncn(-c2ccc(N3CCN(c4ccc(OCC5CO[C@@](Cn6cncn6)(c6ccc(F)cc6F)C5)cc4)CC3)cc2)c1=O (stereo partly specified) | -5.4% | nt

Later entries
SMILES | GLP1R ag | aSyn rescue
CCOC(=O)C1=C(C)NC(C)=C(C(=O)OCC)C1c1ccccc1C=CC(=O)OC(C)(C)C | 7.0% | nt
O=C(O)C[CH2][Ge](=[O])[O][Ge](=[O])[CH2]CC(=O)O | 2.0% | nt
ClC(Cl)Cl | -2.6% | nt
O=S(=O)(O)OCC1OC(OC2(COS(=O)(=O)O)OC(COS(=O)(=O)O)C(OS(=O)(=O)O)C2OS(=O)(=O)O)C(OS(=O)(=O)O)C(OS(=O)(=O)O)C1OS(=O)(=O)O (stereo unspecified) | -2.8% | nt
CN(CC(=O)N1CCOCC1)Cc1c(Cl)cccc1NC(=O)c1ccccc1 | -3.7% | nt
O=C1C=C(CO)OCC1=O | -0.8% | nt
CCC[C@H]1C[C@H](C(=O)N[C@@H]([C@H]2O[C@@H](SC)[C@@H](O)[C@@H](O)[C@@H]2O)[C@H](C)Cl)N(C)C1 | 8.9% | nt
Nc1c(N=Nc2ccc([N+](=O)[O-])cc2)c(S(=O)(=O)O)cc2cc(S(=O)(=O)O)c(/C=C/c3ccccc3)c(O)c12 | nt | -65.7%[inhibitor]
COc1ccc(C2Nc3ccccc3C(=O)N2Cc2ccccc2)cc1COc1ccccc1F (stereo unspecified) | nt | -1.7%
Cc1ccc(-c2nc(-c3cc4cc(Cl)ccc4oc3=O)sc2C)cc1 | nt | 0.0%
CCN(CC)c1ccc(-c2nnc(SCC(=O)NCc3ccco3)n2CC)cc1 | nt | -3.7%
COc1cc(-c2nn3c(-c4cc(-c5ccccc5)n[nH]4)nnc3s2)cc(OC)c1OC | nt | ?
N#CC1=C(N)CCC1 | nt | -0.9%
COc1ccc(C2Nc3ccc(NC(=O)COC(C)=O)cc3C(=O)N2Cc2ccccc2)cc1COc1ccc(NC(C)=O)cc1 (stereo unspecified) | nt | 9.7%
O=C(Nc1ccccc1C(F)(F)F)c1nc(S(=O)(=O)Cc2ccccc2F)ncc1Cl | nt | -67.1%[inhibitor]
O=[N+]([O-])c1ccc(Nc2nc(NCCN3CCOCC3)nc(Nc3ccc(Cl)cc3)n2)cc1 | nt | ?
Cc1ccc(S(=O)(=O)N2CCN(c3nc(-n4ccnc4)nc4ccccc34)CC2)cc1 | nt | 2µM*
N[C@@H](COP(=O)(O)O)C(=O)O | nt | -11.8%
O=C(/C=C/c1ccc(C(F)(F)F)cc1)OC(C(=O)NC1CC1)c1ccccc1 (stereo unspecified) | nt | ?
C[C@H]1O[C@@H](n2cc(F)c(=O)[nH]c2=O)[C@H](O)[C@H]1O | nt | -8.0%
CN(N=O)c1ccc(/C=C/c2ccnc3ccccc23)cc1 | nt | -9.7%
COc1cc2nc(N3CCCN(C)CC3)nc(NC3CC3)c2cc1OC | nt | -3.5%
CN(C)/[N+]([O-])=N/Oc1cc(F)c([N+](=O)[O-])cc1[N+](=O)[O-] | nt | -23.0%
Nc1cc(=O)[nH]c2c1CCC2 | nt | 1.1%
CC(=O)c1cccc(S(=O)(=O)N2CCN(c3nc(-c4cccs4)nc4ccccc34)CC2)c1 | nt | -5.2%
CCN(Cc1ccccc1)c1ccc(/C=C/c2ccnc3ccccc23)cc1 | nt | -24.6%
C[N+](C)(C)c1ccc(/C=C/c2ccnc3ccccc23)cc1 | nt | -37.8%[inhibitor]
CCCCNC(=O)c1ccc2nc(-c3cccs3)c(-c3cccs3)nc2c1 | nt | -10.7%
CC(N)(Cc1ccc(O)cc1)C(=O)O (stereo unspecified) | nt | -4.2%
Brc1cccc[n+]1CCCCCC[n+]1ccccc1Br | nt | ?
O=C(COC(=O)c1ccc2ncsc2c1)NC(=O)C1CCCCC1 | nt | 24.4%
CCn1c2ccccc2c2cc(/C=C3\C=Cc4ccccc43)ccc21 | nt | 9.7%
CN(C)c1ccc(/C=C/c2cc(/C=C/c3ccc(N(C)C)cc3)c3ccccc3n2)cc1 | nt | -69.3%[inhibitor]
O=C1NCc2c1c1c3ccccc3[nH]c1c1[nH]c3ccccc3c21 | nt | 4.7%
CC(=O)Nc1ccc(/C=C/C(=O)c2ccc(-n3nncc3-c3ccccc3)cc2)cc1 | nt | 6.7%
N#CN=c1snc(-c2ccccc2Cl)n1-c1ccccc1Cl | nt | 0.0%
NS(=O)(=O)c1ccc(NC(=O)c2nc(S(=O)(=O)Cc3ccccc3F)ncc2Cl)cc1 | nt | 1.8%
CC(=O)Nc1cccc(C(=O)OCC(=O)NC(=O)C2CCCCC2)c1 | nt | -0.5%
CCCCCCCCCCC/C=C\C(C)(C)/C=C\CCCC(=O)O | nt | 7.9%
O=C(Cc1ccc(Oc2ccccc2)cc1)NO | nt | ?
CCCNC(=O)CNC(=O)c1ccccc1OCC(=O)Nc1ccc(Br)cc1 | nt | 8.4%
CC(C)(C)NC(=O)COC(=O)CNC(=O)C1CCCCC1 | nt | 1.8%
O=[N+]([O-])c1ccc(S(=O)(=O)N2CCN(c3nc(-c4ccccc4)nc4ccccc34)CC2)cc1 | nt | -0.5%
C(=C\c1c[nH]c2ccccc12)/c1nccc2ccccc12 | nt | -19.1%
COc1cccc(/C=C/c2nc3ccccc3nc2/C=C/c2cccc(OC)c2OC)c1OC | nt | 2.8%
COc1ccc(/C=C(\C)C(=O)NO)cc1 | nt | ?
O=C(Cc1ccc2ccccc2c1)NO | nt | -0.4%
Nc1nc(NCc2ccccc2)c2[nH]cnc2n1 | nt | 3.8%&5.1%
Cc1cc2ccccc2c[n+]1C | nt | -3.3%
Oc1ccc(Cn2cc[nH]c2=S)cc1 | nt | 0.5%
C=CCn1c(SCCC)nc2ccccc2c1=O | nt | 0.3%
COC(=O)c1cc2c([nH]c1=O)CC(c1ccccc1)CC2=O (stereo unspecified) | nt | 2.9%
C[n+]1ccc(/C=C/c2ccc3c(c2)OCO3)c2ccccc21 | nt | 1.3%
O=C1NC(=O)c2cc(Nc3ccccc3)c(Nc3ccccc3)cc21 | nt | -10.0%&-8.4%
CCCN1CNc2c(c(=O)[nH]c(=S)n2CCC(C)C)C1 | nt | -3.4%
CNc1ncnc2c1ncn2[C@H]1C[C@H](OP(=O)(O)O)[C@@H](COP(=O)(O)O)O1 | nt | -6.1%
Nc1ncnc2nc(-c3ccc(N4CCOCC4)nc3)cc(-c3cccc(Br)c3)c12 | nt | 20.6µM*
NC(=O)NN=C1c2cc(S(=O)(=O)N3CCOCC3)ccc2-c2ccc(S(=O)(=O)N3CCOCC3)cc21 | nt | 3.4%
CC(=O)OCON[N+]([O-])=NC(C)C | nt | -0.5%
CCOc1cccc(C2C=C(c3ccc4c(c3)OCO4)NC(c3ccc(F)cc3)N2)c1O (stereo unspecified) | nt | ?

Further entries follow.
SMILES | GLP1R ag | aSyn rescue
COc1ccc(N2C(=O)c3ccccc3NC2c2ccc(OC)c(COc3ccc(NC(C)=O)cc3)c2)cc1 (stereo unspecified) | nt | 13.1%
COc1cc2ccccc2cc1C(=O)OCC(=O)Nc1ccc(Br)cc1 | nt | 3.2%
O=S(=O)(c1cccc2c(Cl)cccc12)N1CCCNCC1 | nt | 3.8%
Cc1cc(Cl)ccc1OCC(=O)Nc1cccc(-c2nc3ccccc3o2)c1 | nt | -0.4%
CCc1ccc(C(=O)CSC2=C(C#N)C(c3ccco3)C(C(C)=O)=C(C)N2)cc1 (stereo unspecified) | nt | 6.5%
O=C(COc1ccccc1C(=O)Nc1ccccc1F)Nc1ccc(Br)cc1 | nt | -11.2%
Cc1ccc(Nc2nc(NCc3ccco3)nc3nccnc23)c(C)c1 | nt | -1.2%
Cc1ccc(-c2nnc(SCCC(=O)Nc3ccccc3)n2C)cc1 | nt | 2.7%

Screening data deposited in PubChem by National Center for Advancing Translational Sciences (NCATS).
